# EZH2 inh: inhibitors of human EZH2/PRC2 methyltransferase; inhibition, % at 12.5 µM; PRC2 H3K27 methylation, DELFIA TRF, 1 h; AID 651548; 57,000 tested, 0.35% active;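 active means mean inhibition of replicates at least 50% and every single replicate also reaching 50%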;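 further: dimethyl H3K27 on biotinylated H3 21-44 peptide detected by antibody; plate controls were median neutral control wells for no effect and median positive control wells for full effect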
# IDH1 mut inh: blocks human IDH1 R132H reductase activity. 70,000 tested, 0.18% active. O75874. inhibition, % at 10 µM. diaphorase/resazurin fluorescence, 60 min; in the data active means inhibition above about 34%;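 further: 0% = DMSO and 100% = no enzyme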
# Target sequence (O75874 whole entry R132H): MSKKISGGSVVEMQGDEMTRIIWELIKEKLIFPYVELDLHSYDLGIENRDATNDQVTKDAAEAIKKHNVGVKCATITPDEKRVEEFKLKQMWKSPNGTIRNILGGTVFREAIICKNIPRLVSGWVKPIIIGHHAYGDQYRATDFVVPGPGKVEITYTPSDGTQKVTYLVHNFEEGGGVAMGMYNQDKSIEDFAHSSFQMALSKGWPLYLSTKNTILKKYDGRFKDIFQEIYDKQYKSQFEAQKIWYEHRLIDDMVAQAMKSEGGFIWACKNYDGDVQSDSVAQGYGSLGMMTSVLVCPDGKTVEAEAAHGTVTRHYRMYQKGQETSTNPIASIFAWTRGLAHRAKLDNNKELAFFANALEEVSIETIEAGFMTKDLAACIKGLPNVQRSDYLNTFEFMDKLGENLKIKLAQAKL
# Starred values were filed as active, the others as inactive; x = not tested or not shown.
# The first 5 entries, ahead of the listing:
SMILES,EZH2 inh,IDH1 mut inh
CC(=O)N(C)C[C@@H]1Oc2cc(C#CC3CCCCC3)ccc2S(=O)(=O)N([C@H](C)CO)C[C@H]1C,-17,x
COc1ccc(-c2cnc3c(c2)C(=O)N([C@@H](C)CO)C[C@H](C)[C@@H](CN(C)Cc2ccc(C(=O)O)cc2)O3)cc1,x,-0.3
Cc1c(NC(=O)CN(c2cccc(Br)c2)S(C)(=O)=O)cccc1[N+](=O)[O-],-3,0.1
CC(C)NC(=O)N(C)C[C@@H]1Oc2c(NC(=O)Nc3ccc4c(c3)OCO4)cccc2C(=O)N([C@H](C)CO)C[C@H]1C,x,1.3
Cc1cc(=O)oc2cc(OC(C)C(=O)Nc3sc4c(c3C#N)CCCC4)ccc12 (centres undefined),-10,0.3

# Main list (from the top)
SMILES,EZH2 inh,IDH1 mut inh
CC(=O)N(C)C[C@@H]1Oc2cc(C#CC3CCCCC3)ccc2S(=O)(=O)N([C@H](C)CO)C[C@H]1C,-17,x
COc1ccc(-c2cnc3c(c2)C(=O)N([C@@H](C)CO)C[C@H](C)[C@@H](CN(C)Cc2ccc(C(=O)O)cc2)O3)cc1,x,-0.3
Cc1c(NC(=O)CN(c2cccc(Br)c2)S(C)(=O)=O)cccc1[N+](=O)[O-],-3,0.1
CC(C)NC(=O)N(C)C[C@@H]1Oc2c(NC(=O)Nc3ccc4c(c3)OCO4)cccc2C(=O)N([C@H](C)CO)C[C@H]1C,x,1.3
Cc1cc(=O)oc2cc(OC(C)C(=O)Nc3sc4c(c3C#N)CCCC4)ccc12 (centres undefined),-10,0.3
COc1cccc(-c2cc(C(F)(F)F)nc(-n3cccn3)n2)c1,-23,0.9
COc1ccc(S(=O)(=O)N(C)C[C@@H]2Oc3ccc(NC(=O)NC4CCCCC4)cc3C(=O)N([C@@H](C)CO)C[C@@H]2C)cc1,x,0.0
COc1cccc(-c2cnc3c(c2)C(=O)N([C@@H](C)CO)C[C@H](C)[C@@H](CN(C)Cc2ccc(F)cc2)O3)c1,4,-4.2
O=C(C[C@@H]1CC[C@@H](NC(=O)Nc2cc(F)ccc2F)[C@H](CO)O1)NCc1ccc2c(c1)OCO2,0,-0.2
C[C@H]1CN([C@@H](C)CO)C(=O)c2cc(NC(=O)Nc3ccc4c(c3)OCO4)ccc2O[C@H]1CN(C)S(C)(=O)=O,x,-1.4
C[C@@H]1CN([C@@H](C)CO)C(=O)c2cc(NC(=O)CCCN(C)C)ccc2O[C@@H]1CN(C)Cc1ccc(C(F)(F)F)cc1,-18,0.2
C[C@@H]1CN([C@H](C)CO)C(=O)Cc2cc(NS(=O)(=O)c3ccc(F)cc3)ccc2O[C@@H]1CN(C)Cc1ccc(C(=O)Nc2ccccc2N)cc1,-13,-0.3
CNC[C@@H]1Oc2ccc(NS(=O)(=O)c3ccc(OC)cc3)cc2C(=O)N([C@@H](C)CO)C[C@@H]1C,-10,x
COc1cc(S(=O)(=O)NCc2ccccn2)ccc1Cl,-13,-0.1
O=C(C[C@H]1CC[C@@H](NC(=O)CN2CCOCC2)[C@H](CO)O1)NCCc1ccccc1,3,0.1
Cc1cc([N+](=O)[O-])nn1CC(=O)Nc1cccc(O)c1,0,0.1
COc1ccc(CN(C)C[C@H]2Oc3c(NS(C)(=O)=O)cccc3C(=O)N([C@@H](C)CO)C[C@H]2C)cc1,-6,1.1
C[C@H]1CN([C@@H](C)CO)C(=O)c2cccc(NC(=O)Nc3ccc(C(F)(F)F)cc3)c2O[C@H]1CN(C)S(=O)(=O)c1cn(C)cn1,x,-3.9
C[C@@H]1CN([C@@H](C)CO)C(=O)Cc2cc(NC(=O)Nc3ccccc3)ccc2O[C@H]1CN(C)C,-5,0.2
C[C@@H]1CN([C@H](C)CO)C(=O)Cc2cc(NC(=O)Nc3cccc4ccccc34)ccc2O[C@@H]1CN(C)S(=O)(=O)c1ccc(F)cc1,x,1.6
C[C@H]1CN([C@@H](C)CO)S(=O)(=O)c2ccc(/C=C/c3ccccc3)cc2O[C@H]1CN(C)Cc1ccc(C(=O)O)cc1,x,-0.4
C[C@@H](NC(=O)C[C@@H]1C=C[C@@H](NC(=O)CN2CCOCC2)[C@H](CO)O1)c1ccccc1,0,0.1
C[C@H]1CN([C@@H](C)CO)C(=O)c2cc(NC(=O)Nc3ccc4c(c3)OCO4)ccc2O[C@@H]1CN(C)Cc1ccc(C(F)(F)F)cc1,x,-5.6
COc1cccc(S(=O)(=O)N[C@@H]2CC[C@@H](CC(=O)NC3CCC3)O[C@H]2CO)c1,-6,-0.5
O=C(Nc1ccc2c(c1)[C@@H]1C[C@H](CC(=O)N3CCOCC3)O[C@@H](CO)[C@@H]1O2)NC1CCCC1,-13,0.0
C[C@H](CO)N1C[C@H](C)[C@H](CN(C)C(=O)NC2CCCCC2)Oc2ccc(NC(=O)NC3CCCCC3)cc2C1=O,x,1.2
C[C@@H]1CN([C@H](C)CO)S(=O)(=O)c2ccc(C#CCN(C)C)cc2O[C@@H]1CN(C)C(=O)C1CCCCC1,1,x
Cc1ccc2nc(-c3cccnc3)cc(C(=O)Nc3ccc(S(=O)(=O)NC(C)(C)C)cc3)c2c1,-25,0.0
NCC[C@@H]1CC[C@H](NC(=O)c2ccccc2F)[C@H](CO)O1,5,-0.1
C[C@H](CO)N1C[C@H](C)[C@H](CN(C)S(=O)(=O)c2ccccc2)Oc2ccc(NC(=O)NC3CCCCC3)cc2C1=O,x,1.8
CC(=O)N(C)C[C@H]1Oc2ncc(C#CCC3CCCC3)cc2C(=O)N([C@@H](C)CO)C[C@@H]1C,-10,4.0
CN1CCN(C(=O)C[C@H]2C[C@H]3c4cc(NC(=O)NC5CCCC5)ccc4O[C@H]3[C@H](CO)O2)CC1,2,-0.1
O=C(NO)c1cccc(C(=O)N/N=C/c2cn(Cc3ccccc3)c3ccccc23)c1,-82,x
COCC#Cc1cnc2c(c1)C(=O)N([C@H](C)CO)C[C@H](C)[C@@H](CN(C)S(C)(=O)=O)O2,10,-0.3
Cc1noc(C)c1S(=O)(=O)N(C)C[C@H]1Oc2c(NC(=O)c3ccc(-c4nccs4)cc3)cccc2C(=O)N([C@@H](C)CO)C[C@H]1C,x,-15
C[C@@H]1CN([C@@H](C)CO)C(=O)c2cc(NC(=O)Nc3ccccc3)ccc2O[C@@H](C)CCCCO[C@@H]1CN(C)C(=O)NC1CCCCC1,x,-1.1
O=C(N[C@@H]1CC[C@H](CCNS(=O)(=O)c2cccc(Cl)c2)O[C@H]1CO)c1ccc(F)cc1,-2,0.3
CC(Oc1ccc(C(=O)Nc2ccc(Cl)cc2)cc1)C(=O)Nc1cc(Cl)ccc1Cl (centres undefined),6,-0.6
COc1cc2occc2c(O[C@@H]2O[C@H](CO)[C@@H](O)[C@H](O)[C@H]2O)c1CCC(=O)O,x,0.2
Cc1noc(C)c1NC(=O)NCC[C@H]1CC[C@H](NC(=O)Nc2cccc(F)c2)[C@@H](CO)O1,9,0.3
CO[C@H](CN(C)Cc1cc(F)ccc1F)[C@@H](C)CN([C@H](C)CO)S(=O)(=O)c1ccc(Cl)cc1,9,-0.2
CC(=O)c1ccccc1OCC(O)Cn1ccnc1 (centres undefined),7,29
C[C@H](CO)N1C[C@H](C)[C@@H](CN(C)Cc2ccc(C(=O)O)cc2)OCCCC[C@H](C)Oc2ccc(N(C)C)cc2C1=O,7,x
Cc1ccc(S(=O)(=O)NCC[C@@H]2CC[C@@H](NC(=O)CC3CC3)[C@@H](CO)O2)cc1,11,0.0
O=S(=O)(N[C@H]1CC[C@@H](CCn2cc(-c3cccc(F)c3)nn2)O[C@@H]1CO)c1ccc(F)cc1,9,-0.2
C[C@@H]1CN([C@H](C)CO)C(=O)c2cc(NS(=O)(=O)c3ccccc3)ccc2O[C@H]1CN(C)C(=O)Nc1ccc2c(c1)OCO2,x,1.7
C[C@@H]1CN([C@H](C)CO)S(=O)(=O)c2ccc(C3=CCCCC3)cc2O[C@@H]1CN(C)C(=O)C1CC1,2,x
CCN(CC(=O)Nc1cccc(C(C)=O)c1)S(=O)(=O)c1ccc(F)cc1,5,-0.3
C/C(=C/C(=O)O)CCC1C(C)CCC2C(C)(C=O)C(O)CCC12C (centres undefined),15,5.9
COC(=O)c1cc(C)sc1NC(=S)NCCn1cc(Cl)cn1,-12,0.1
CS(=O)(=O)Nc1ccc2c(c1)[C@H]1C[C@@H](CC(=O)NCc3ccccc3F)O[C@@H](CO)[C@H]1O2,-7,-0.8
C[C@H](O)C#Cc1cnc2c(c1)C(=O)N([C@H](C)CO)C[C@@H](C)[C@H](CN(C)Cc1ccccn1)O2,-9,x
C[C@@H](NC(=O)C[C@@H]1C=C[C@H](NC(=O)c2cccnc2)[C@@H](CO)O1)c1ccccc1,5,0.0
C[C@H]1CN([C@@H](C)CO)C(=O)Cc2cc(NC(=O)Nc3ccc4c(c3)OCO4)ccc2O[C@@H]1CN(C)Cc1ccc(-c2ccccc2)cc1,x,0.1
COc1ccc(NC(=O)Nc2ccc3c(c2)CC(=O)N([C@@H](C)CO)C[C@@H](C)[C@H](CN(C)Cc2ccc(C(=O)O)cc2)O3)cc1,x,0.7
CN(C)CCCNC(=O)C[C@H]1C=C[C@H](NC(=O)Cc2cccnc2)[C@H](CO)O1,6,0.0
CC(=O)N(C)C[C@@H]1Oc2cc(C#CC3(O)CCCC3)ccc2S(=O)(=O)N([C@@H](C)CO)C[C@@H]1C,-18,3.2
C[C@@H]1CN([C@H](C)CO)S(=O)(=O)c2ccc(/C=C/c3ccccc3)cc2O[C@@H]1CN(C)C(=O)Nc1cc(F)ccc1F,-25,-3.3
Cc1noc(C)c1NC(=O)N(C)C[C@@H]1Oc2ccc(NC(=O)Nc3ccc(C(F)(F)F)cc3)cc2CC(=O)N([C@H](C)CO)C[C@H]1C,x,0.1
C[C@H](CO)N1C[C@H](C)[C@H](CN(C)CC2CC2)Oc2ccc(NC(=O)c3ccncc3)cc2CC1=O,2,0.8
# The listing continues:
SMILES,EZH2 inh,IDH1 mut inh
COc1cc(/C=C/CO)cc(OC)c1OC/C=C(\C)CCC=C(C)C,x,-0.9
CN(C)C(=O)c1ccc(-c2cccc(-c3nc(C(=O)NC4CCCCC4)cc4c3[C@@H](CCO)N([S@](=O)C(C)(C)C)C4)c2)cc1,0,-0.4
C[C@H]1CN([C@@H](C)CO)S(=O)(=O)c2ccc(C#CCN(C)C)cc2O[C@H]1CN(C)S(=O)(=O)c1cccc(F)c1,-12,-1.9
C[C@@H]1CN([C@@H](C)CO)C(=O)c2cccc(NS(=O)(=O)c3ccccc3)c2O[C@@H]1CN(C)CC1CC1,24,1.4
CO[C@H]1CN(C)C(=O)c2cc(NC(=O)c3cnccn3)ccc2OC[C@H](C)N(C(=O)C2CC2)C[C@H]1C,3,-0.2
O=C(N[C@H]1C=C[C@@H](CC(=O)N2CCc3ccccc3C2)O[C@H]1CO)C1CCC1,-6,0.0
CC(=O)N(C)C[C@@H]1Oc2ncc(C#CC3(O)CCCC3)cc2C(=O)N([C@@H](C)CO)C[C@H]1C,-4,-0.6
CN(C)C(=O)C[C@@H]1CC[C@@H](NC(=O)C2CCOCC2)[C@@H](CO)O1,-1,-0.6
CC(C)NC(=O)N(C)C[C@@H]1Oc2ccc(NC(=O)C3CCCCC3)cc2C(=O)N([C@@H](C)CO)C[C@H]1C,12,0.7
C[C@H](CO)N1C[C@H](C)[C@H](CN(C)C(=O)Nc2ccc(F)cc2)OCCCC[C@H](C)Oc2ccc(NC(=O)Nc3ccc(F)cc3)cc2C1=O,x,3.3
COC(=O)c1cc(OC)c(OC)cc1NC(=O)CSc1nc(C)cc(C(F)(F)F)c1C#N,-7,0.0
CNC[C@H]1OCCCC[C@@H](C)Oc2ccc(NS(=O)(=O)c3ccc(OC)cc3)cc2C(=O)N([C@H](C)CO)C[C@H]1C,-1,1.2
COC(=O)c1cc(O)cc(OC)c1C(=O)c1c(O)cc(C)cc1OC,x,-0.1
COc1ccc(S(=O)(=O)N[C@H]2CC[C@H](CC(=O)O)O[C@@H]2CO)cc1,4,-0.1
C[C@@H]1CN([C@H](C)CO)S(=O)(=O)c2ccc(-c3cncnc3)cc2O[C@@H]1CN(C)C(=O)C1CC1,-4,-6.7
C[C@@H]1CCCCO[C@H](CN(C)Cc2ccc(C(=O)O)cc2)[C@@H](C)CN([C@H](C)CO)C(=O)c2cc(NC(=O)Nc3ccccc3)ccc2O1,x,1.6
C[C@@H]1CN([C@@H](C)CO)S(=O)(=O)c2ccc(-c3ccc(C(=O)N(C)C)cc3)cc2O[C@@H]1CN(C)Cc1ccc2c(c1)OCO2,x,-0.1
C[C@H]1CN([C@@H](C)CO)C(=O)c2ccccc2-c2ccccc2CO[C@@H]1CN(C)S(=O)(=O)c1cccs1,-3,-0.9
O=C(Nc1ccc(Cl)c(Cl)c1)N[C@H]1CC[C@@H](CCNC(=O)c2ccc(F)cc2)O[C@@H]1CO,-1,0.0
C[C@H](CO)N1C[C@H](C)[C@H](CN(C)Cc2ccc3c(c2)OCO3)Oc2ccc(NS(=O)(=O)c3ccc(F)cc3)cc2C1=O,3,x
C[C@@H]1CCCCO[C@H](CN(C)S(=O)(=O)c2ccccc2)[C@@H](C)CN([C@@H](C)CO)C(=O)c2cc(N(C)C)ccc2O1,-3,2.7
C[C@@H]1CCCCO[C@H](CN(C)C(=O)Nc2ccc(C(F)(F)F)cc2)[C@@H](C)CN([C@H](C)CO)C(=O)c2cc(NS(=O)(=O)c3cn(C)cn3)ccc2O1,x,5.4

# Record cards (already shown). Values in the order: EZH2 inh	IDH1 mut inh
# Shown for `C[C@@H]1CN([C@H](C)CO)S(=O)(=O)c2ccc(-c3cncnc3)cc2O[C@@H]1CN(C)C(=O)C1CC1` = -4	-6.7
# Shown for `CN(C)C(=O)C[C@@H]1CC[C@@H](NC(=O)C2CCOCC2)[C@@H](CO)O1` = -1	-0.6

# Assay outcomes: PubChem, Broad Institute

# This is a subset; rates above refer to the full screens.
